# Compound activity from PubChem.
# DUSP3 inh: blocks human VHR1 dual specificity phosphatase; recombinant VHR phosphatase, pNPP absorbance; P51452; inhibition, % at 13.3 µM; 0.52% of 290,000 active; in the data active = inhibition above about 50%; note: some compounds called inactive have numbers as strong as hits
# MazF activator: MazEF (E. coli) toxin RNase activation | activation, % at 20 µM | FAM/BHQ RNA-DNA oligo cleavage fluorescence, 5 h | 0.32% of 350,000 active | P0AE70 | AID 504720; in the data active = activation above about 50%
# SSB-PriA inh: K. pneumoniae PriA-SSBct interaction inhibition. AID 1272365. 0.6% of 430,000 active. inhibition, % at 33 µM. AlphaScreen SSBct-PriA binding, biotinylated peptide; in the data active = inhibition mostly above about 37%, no sharp cut-off; inactive = mostly below about 20%;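 note: plate controls were negative control peptide for no effect and reference peptide for full effect; strong numbers were not always called active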
# Y pestis TopoI: Y. pestis Topo-I inhibition via cleavage products | Y. pestis Topo-I cleavage product accumulation, plate reader | activity, % at 10 µM | 0.064% of 360,000 active | AID 504884; in the data active = activity above about 50%, passing the limit was not always enough; note: inactives centre near 2
# Vc quorum ag: quorum light induction in luxS cqsA deficient V. cholerae. V. cholerae BH1578 lux reporter, luminescence, 6 h. activation, % at 18.7 µM. 0.16% of 350,000 active. AID 588436; in the data active = activation mostly above about 9.7%, no sharp cut-off; note: not every result past the cut was called active; inactives centre near 0; reference of the scale not given here
# TcdB inh: TcdB glycohydrolase inhibition; P18177; TcdB glycohydrolase enzymatic assay, plate reader; inhibition, % at 9.99 µM; 0.24% of 350,000 active; AID 652162; in the data active = inhibition above about 10%
# PrPC surface inh: inhibitors of human cell surface prion protein PrPC; P04156; TR-FRET read-out; inhibition, % at 13.8 µM; 0.43% of 370,000 active; AID 720596; in the data active = inhibition above about 24%; note: 0% = median of the test wells and 100% = reference compound wells
# Rv3671c protease: inhibits the M. tuberculosis serine protease Rv3671c. P9WHR9. inhibition, % at 5.96 µM. 0.048% of 320,000 active. AID 2606; in the data active = inhibition above about 38%;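 note: extracellular domain of Rv3671c used as enzyme; 0% = enzyme with DMSO and 100% = no enzyme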
# SARS 3CLpro inh: SARS-CoV 3CLpro protease inhibition | P0C6X7 | recombinant SARS-CoV 3CLpro, quenched FRET peptide cleavage | AID 1706 | 0.14% of 290,000 active | inhibition, % at 6 µM; in the data active = inhibition above about 12%
# CCHF vOTU inh: blocks the CCHF virus ovarian tumor domain protease. CCHFV vOTU protease, Pep-AMC fluorescence. inhibition, % at 11.5 µM. 0.55% of 370,000 active. AID 651958; in the data active = inhibition above about 30%; note: 0% = vehicle wells with enzyme and 100% = no enzyme wells
# An asterisk follows results filed as active; i = inactive; . = not tested or not shown; & = joins results of further samples. A portion of the library; rates above refer to the full screens.
nr	SMILES	DUSP3 inh	MazF activator	SSB-PriA inh	Y pestis TopoI	Vc quorum ag
1	OC(c1cccc(F)c1)c1ncc(-c2ccc(C(F)(F)F)cc2)[nH]1 (configuration not stated)	.	.	.	-12	-0.7
2	CN(C)c1nc2ccc(OCCN3CCCCC3)cc2s1	29	-2	-11	-7	2.8
3	CC(C)(C)c1ccc(COC(=O)Nc2ccc(F)cc2)cc1	1	-7	13	-1	i
4	CC(=O)Nc1cccc(/C(C)=N/NC(=O)c2ccc(Cl)cc2Cl)c1	-29	9	.	3	-0.1
5	CCC(CC)c1nnc(NC(=O)C2CC(=O)N(c3ccc4c(c3)OCCO4)C2)s1 (configuration not stated)	33	-1	3	12	-0.3
6	CCOC(=O)CNC(=O)N1CCCC(C(=O)c2ccccc2SC)C1 (configuration not stated)	12	-7	-8	-6	i
7	COC(=O)c1cccc(C(=O)Nc2ccc(C)cc2Br)n1	24	1	-13	5	i
8	CCn1c(C(O)c2cc(OC)c(OC)c(OC)c2)nc2ccccc21 (configuration not stated)	28	6	10	5	-0.6
9	Cc1cc(C)n2ncc(C(=O)Nc3cccc(O)c3)c2n1	7	3	3	-12	0.4
10	COc1ccc(NC(=S)NN2CCN(C)CC2)cc1OC	14	6	-14	6	0.2
11	COc1cc(NC(=O)Cn2nnc(-c3ccncc3)n2)cc(OC)c1	21	-4	-8	0	-0.4
12	Cn1cccc1/C=C1\SC(=O)N(c2ccccc2)C1=O	3	88*	-4	3	-0.6

nr	TcdB inh	PrPC surface inh	Rv3671c protease	SARS 3CLpro inh	CCHF vOTU inh
1	2.9	11	.	.	-2
2	.	-7	9	-6	-6
3	-0.2	0	3	2	-3
4	-1.7	-4	-2	0	-3
5	-1.2	-3	5	1	19
6	0.4	6	-2	-3	1
7	.	-3	-4	-1	-4
8	0.9	2	3	1	-14
9	0.7	-6	-14	-4	22
10	-6.2	5	1	4	-4
11	1.7	-2	-6	-6	10
12	.	-6	-1	-2	-1

# In the list so far, 4 contain four or more nitrogen atoms.
nr	SMILES	DUSP3 inh	MazF activator	SSB-PriA inh	Y pestis TopoI	Vc quorum ag
5	CCC(CC)c1nnc(NC(=O)C2CC(=O)N(c3ccc4c(c3)OCCO4)C2)s1 (configuration not stated)	33	-1	3	12	-0.3
9	Cc1cc(C)n2ncc(C(=O)Nc3cccc(O)c3)c2n1	7	3	3	-12	0.4
10	COc1ccc(NC(=S)NN2CCN(C)CC2)cc1OC	14	6	-14	6	0.2
11	COc1cc(NC(=O)Cn2nnc(-c3ccncc3)n2)cc(OC)c1	21	-4	-8	0	-0.4

nr	TcdB inh	PrPC surface inh	Rv3671c protease	SARS 3CLpro inh	CCHF vOTU inh
5	-1.2	-3	5	1	19
9	0.7	-6	-14	-4	22
10	-6.2	5	1	4	-4
11	1.7	-2	-6	-6	10

# Structural class, the entries above with an aryl methoxy group (three)
nr	SMILES	DUSP3 inh	MazF activator	SSB-PriA inh	Y pestis TopoI	Vc quorum ag
8	CCn1c(C(O)c2cc(OC)c(OC)c(OC)c2)nc2ccccc21 (configuration not stated)	28	6	10	5	-0.6
10	COc1ccc(NC(=S)NN2CCN(C)CC2)cc1OC	14	6	-14	6	0.2
11	COc1cc(NC(=O)Cn2nnc(-c3ccncc3)n2)cc(OC)c1	21	-4	-8	0	-0.4

nr	TcdB inh	PrPC surface inh	Rv3671c protease	SARS 3CLpro inh	CCHF vOTU inh
8	0.9	2	3	1	-14
10	-6.2	5	1	4	-4
11	1.7	-2	-6	-6	10

# (further entries)
nr	SMILES	DUSP3 inh	MazF activator	SSB-PriA inh	Y pestis TopoI	Vc quorum ag
13	CC1OC(c2ccccc2)OC2COC(c3ccccc3)OC12 (configuration not stated)	.	-1	-9	-2	.
14	CN(Cc1ccccc1)C(=O)Cn1c(=O)c2cccn2c2cccnc21	6	-1	13	0	i
15	Cc1nnc(NC(=O)c2cccc(S(=O)(=O)N3CCOCC3)c2)s1	-2	-4	-6	-6	i
16	COc1ccc(OCCN2CCN(C(=O)c3ccc(OC(F)F)c(OC)c3)CC2)cc1	30	2	1	7	-0.4
17	c1ccc(C[C@H]2CNCCN2CC2CCCCC2)cc1	.	5	-2	5	i
18	CN(CCc1ccccc1)C(=O)c1cccc(NC(=O)Cc2cccc(NC(=O)C3CCN(C(=O)C4CCCCC4)CC3)c2)c1	.	2	-15	20	0.8
19	O=C(O)c1ccc(N2C(=O)C3C4c5ccccc5C(Br)(c5ccccc54)C3C2=O)cc1 (configuration not stated)	11	-17	1	-1	-1.0
20	N#CC1=C(SCc2ccccc2)NC(=O)CC1c1cccc(O)c1 (configuration not stated)	2	7	-4	2	-0.4
21	COc1ccc(C(CNc2ncnc3sc(C)c(C)c23)N(C)C)cc1 (configuration not stated)	24	-13	3	16	-4.4
22	CC(=S)/C=C1\Sc2ccccc2N1C	24	11	11	-2	i
23	CCn1nnc(NC(=O)c2cccc(-c3cc4ccccc4oc3=O)c2)n1	6	4	-18	3	-0.3
24	CC(=O)C1CCC2C3CCC4=CC(=O)CC[C@]4(C)[C@@]3(F)C(O)C[C@]12C (some centres not stated)	16	2	-7	1	i

nr	TcdB inh	PrPC surface inh	Rv3671c protease	SARS 3CLpro inh	CCHF vOTU inh
13	2.5	-9	.	.	-4
14	1.9	4	2	-3	10
15	.	-4	10	6	10
16	0.8	2	-12	-9	-5
17	0.8	5	-4	.	2
18	0.4	2	.	.	2
19	-3.4	6	-5	5	4
20	.	-5	-7	-3	5
21	1.1	9	-11	-3	13
22	0.9	-7	-6	1	-2
23	.	-29	-1	-1	-25
24	0.9	-9	-5	1	-6

# Among those listed so far, these have two or more sulfur atoms.
nr	SMILES	DUSP3 inh	MazF activator	SSB-PriA inh	Y pestis TopoI	Vc quorum ag
15	Cc1nnc(NC(=O)c2cccc(S(=O)(=O)N3CCOCC3)c2)s1	-2	-4	-6	-6	i
22	CC(=S)/C=C1\Sc2ccccc2N1C	24	11	11	-2	i

nr	TcdB inh	PrPC surface inh	Rv3671c protease	SARS 3CLpro inh	CCHF vOTU inh
15	.	-4	10	6	10
22	0.9	-7	-6	1	-2

# (further entries)
nr	SMILES	DUSP3 inh	MazF activator	SSB-PriA inh	Y pestis TopoI	Vc quorum ag
25	CN(C)CCn1c(=O)n(-c2cccc(Cl)c2)c(=O)c2c3c(sc21)CCCCC3	10	6	-2	-11	-0.5
26	CC1(C)CC(=O)C(C=NCCc2ccc(O)cc2)=C(O)C1	12	5	-5	4	i
27	O=C(CSc1nnc(CNC(=O)c2c(F)cccc2F)o1)NCc1ccco1	4	1	-27&-9	0	0.4
28	COCCCn1c(SCC(=O)c2ccccc2)nc2ccccc2c1=O	4	-3	-9	-1	-0.3
29	Cc1ccnc(NS(=O)(=O)c2cccc([N+](=O)[O-])c2)c1	15	-20	-9	-11	0.6
30	Nc1nonc1-n1nnc(C(=O)N/N=C/c2ccoc2)c1-c1ccccc1	12	6	.	-7	-1.8
31	O=S(=O)(NC1CC(NS(=O)(=O)OCC(Cl)(Cl)Cl)C2CCCCC12)OCC(Cl)(Cl)Cl (configuration not stated)	13	4	1	-11	i
32	CC(NC(=O)COC(=O)C1=NN(c2ccccc2)C(=O)CC1)c1ccccc1 (configuration not stated)	.	4	2	3	i
33	COc1ccc(S(=O)(=O)Nc2nnc(Cc3ccc(OC)c(OC)c3)s2)cc1	4	4	-1	-4	-0.1
34	O=C1CC(N2CCN(Cc3ccccc3)CC2)C(=O)N1 (configuration not stated)	12	4	-5	4	2.2
35	O=C(Nc1ccc(-c2cnco2)cc1)c1ccc(Cl)cc1	23	-1	-14	-9	i
36	O=C(Nc1ccccc1N1CCOCC1)c1cc(-c2ccco2)nc2ccccc12	-4	-3	7	17	-0.6

nr	TcdB inh	PrPC surface inh	Rv3671c protease	SARS 3CLpro inh	CCHF vOTU inh
25	2.3	4	-4	-1	14
26	.	0	5	3	-9
27	.	.	3	1	.
28	-1.4	8	-7	-3	8
29	-0.1	-7	5	1	16
30	0.1	2	-12	0	-5
31	.	.	-24	-1	.
32	-1.8	-9	.	.	6
33	-1.1	-1	6	1	-2
34	1.9	-5	12	4	0
35	-0.4	8	-2	0	6
36	.	-8	-29	3	-5

# (more compounds)
nr	SMILES	DUSP3 inh	MazF activator	SSB-PriA inh	Y pestis TopoI	Vc quorum ag
37	O=C(COC(=O)c1cc[n+]([O-])cc1)Nc1ccc(F)c([N+](=O)[O-])c1	-2	0	-5	-13	-0.3
38	CCOC(=O)C1CCN(C(=O)c2cc3c(s2)-c2ccccc2OC3)CC1	29	-1	-34	24	-0.9
39	CNC(=O)N(c1ccccc1)c1ccccc1	28	5	-7	4	i
40	Cn1nc(C(F)(F)F)c(-c2ccccc2)c1NC(=O)c1ccco1	2	5	-7	-11	i
41	CC1(C(=O)N2CC3(CC(c4ccccc4)=NO3)C[C@H]2C(=O)NCC(N)=O)CC1 (some centres not stated)	27	7	-2	0	-0.7
42	O=C(NCc1ccco1)c1nc2ccccc2s1	-11	1	4	-2	-0.2
43	O=C(OCC(=O)N1CCCC1)c1ccccc1O	12	7	-4	1	-0.2
44	COc1c(C)cc(Br)cc1C(=O)Nc1ccc(N2CCN(S(C)(=O)=O)CC2)cc1	-2	-4	-16	2	-0.3
45	COc1ccc([N+](=O)[O-])cc1N(CC(=O)N1CCN(Cc2ccccc2)CC1)S(C)(=O)=O	4	-11	-2	-4	i
46	COC(=O)Cn1c(C)c(C(C)=O)c(C(C)=O)c1C	25	1	1	3	.
47	Cc1cccc(NS(=O)(=O)c2cc3c4c(c2)C(C)C(=O)N4CCC3)c1 (configuration not stated)	-4	6	-5	5	i
48	CCCOc1ccc(C(=O)Nc2ccc(N3CCN(C(C)=O)CC3)cc2)cc1	4	0	4	-2	i

nr	TcdB inh	PrPC surface inh	Rv3671c protease	SARS 3CLpro inh	CCHF vOTU inh
37	0.9	-3	-18	1	11
38	-10	16	-14	3	-111
39	.	-1	5	-9	-6
40	6.0	-8	-10	0	3
41	1.4	-2	-1	-3	-10
42	.	2	-6	-2	-10
43	-0.7	5	-11	0	-5
44	.	2	1	5	-15
45	1.1	-7	0	-5	-5
46	0.1	-7	2	-3	12
47	2.6	12	1	-3	21
48	.	0	-2	-1	-1

# Remaining list, next part:
nr	SMILES	DUSP3 inh	MazF activator	SSB-PriA inh	Y pestis TopoI	Vc quorum ag
49	CCN(CC)C(=O)COc1cc(C)c(Cl)c(C)c1	-1	1	-5	11	-0.7
50	COc1ccc(-c2nnc3n2N=C(C)CS3)cc1	15	4	-12	0	i
51	CC1CC(C)CN(S(=O)(=O)c2ccc(C(C)(C)C)cc2)C1 (configuration not stated)	21	-18	-21&-15	4	i
52	Cc1ccc(CS(=O)Cc2ccc(C(=O)NCCc3ccccc3)o2)cc1 (configuration not stated)	27	6	-7	12	i
53	COc1cccc(C(=O)NCCS(=O)(=O)N2CCCCC2)c1	.	-3	4	12	i
54	CS(=O)(=O)c1cccc(C(=O)OCC(=O)NC(=O)Nc2ccccc2F)c1	.	6	-3	9	0.6
55	O=[N+]([O-])c1nn(-c2ccc3c(c2)OCCO3)n(O)c1=NCc1ccccc1Cl	7	71*	-1	-3	1.0
56	Cc1c([N+](=O)[O-])cnc(Sc2ccccc2)c1[N+](=O)[O-]	.	6	2	2	-0.8
57	O=C(CCCO)NC1Cc2ccccc2C1	13	7	6	-6	i
58	O=C(Nc1ccc(N2CCN(C(=O)c3ccco3)CC2)c(Cl)c1)c1c(F)c(F)c(F)c(F)c1F	6	1	-7	13	-0.4
59	O=C1Cc2ccccc2N1c1c(Cl)cccc1Cl	25	2	-4&0	3	-5.0
60	COc1ccc(NS(=O)(=O)c2ccc3oc(SC4CCOC4=O)nc3c2)cc1 (configuration not stated)	11	4	-13	3	0.7

nr	TcdB inh	PrPC surface inh	Rv3671c protease	SARS 3CLpro inh	CCHF vOTU inh
49	.	-4	-8	1	16
50	.	3	-8	-2	-2
51	1.0	3	5	2	9
52	2.3	4	4	-3	-8
53	0.8	-1	3	.	-2
54	1.0	2	-6	.	6
55	1.7	-15	-1	-7	-15
56	-0.9	-1	10	.	20
57	2.3	-2	8	-7	-9
58	1.2	-1	-15	10	8
59	.	-3	8	0	7
60	.	4	8	3	20
